# 5HT1E ag = 5-HT1E (human) receptor agonism. P28566. CHO 5-HT1E Ga15 NFAT-bla reporter, FRET; 0% DMSO wells, 100% control agonist wells. activation, % at 6 µM. hit rate 0.69% among 65,000. AID 574;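 active means activation above a set limit, the screen-wide mean activation plus 3 SD, cut at about 8.5% in these data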;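 further: 100% = positive control agonist at 1 µM giving full maximal response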
# Target sequence (P28566 whole entry, looked up): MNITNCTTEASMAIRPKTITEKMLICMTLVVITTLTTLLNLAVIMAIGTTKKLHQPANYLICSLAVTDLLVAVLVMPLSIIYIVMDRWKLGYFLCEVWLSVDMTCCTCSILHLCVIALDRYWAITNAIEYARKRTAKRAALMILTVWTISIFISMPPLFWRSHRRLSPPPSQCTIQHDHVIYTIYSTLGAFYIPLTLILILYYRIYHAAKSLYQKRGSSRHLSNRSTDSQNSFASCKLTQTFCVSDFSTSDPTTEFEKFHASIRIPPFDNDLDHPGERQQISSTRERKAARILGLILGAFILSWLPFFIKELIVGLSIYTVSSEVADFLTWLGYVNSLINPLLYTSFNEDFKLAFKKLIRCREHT
# S1P1 ag-PAM = agonists and agonism potentiators of human S1P1 receptor | P21453 | S1P1 CRE-bla cells, forskolin, beta-lactamase FRET, potentiator mode; S1P1 agonist co-added at EC20, 2 nM; 100% = saturating reference agonist, 0% = basal | activation, % at 9.5 µM | hit rate 0.57% among 56,000 | AID 449;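 active means activation above a cutoff set at the mean activation of all tested compounds plus 3 SD, cut at about 54% in these data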;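 further: forskolin at 4 µM as EC80 and the EC20 agonist is SEW2871; 100% = SEW2871 at its EC100 plus forskolin at EC80; some compounds past the cut are filed as inactive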
# D1 allo mod = allosterically modulates the human D1 dopamine receptor. HEK293 D1, CRE-luciferase, dopamine EC30 potentiation; actives deviate in either direction. B-score at 10 µM. hit rate 5.9% among 58,000. AID 641;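 active means luminescence count or its row- and column-corrected plate score outside the 99.7% band of the plate's sample wells, on either side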
# 5HT1a antag = blocks the human serotonin 5-HT1a receptor; hit rate 0.68% among 62,000; inhibition, % at 10 µM; CHO 5-HT1a Ga15 NFAT-bla reporter, antagonist mode;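 active means inhibition above the mean of all tested compounds plus 3 SD, cut at about 43% in these data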;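 further: receptor stimulated by 5-CT agonist at 100 nM near EC80; beta-lactamase reporter measured by ratiometric fluorescence of a cleavable substrate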
# Target sequence (P08908 whole entry, looked up): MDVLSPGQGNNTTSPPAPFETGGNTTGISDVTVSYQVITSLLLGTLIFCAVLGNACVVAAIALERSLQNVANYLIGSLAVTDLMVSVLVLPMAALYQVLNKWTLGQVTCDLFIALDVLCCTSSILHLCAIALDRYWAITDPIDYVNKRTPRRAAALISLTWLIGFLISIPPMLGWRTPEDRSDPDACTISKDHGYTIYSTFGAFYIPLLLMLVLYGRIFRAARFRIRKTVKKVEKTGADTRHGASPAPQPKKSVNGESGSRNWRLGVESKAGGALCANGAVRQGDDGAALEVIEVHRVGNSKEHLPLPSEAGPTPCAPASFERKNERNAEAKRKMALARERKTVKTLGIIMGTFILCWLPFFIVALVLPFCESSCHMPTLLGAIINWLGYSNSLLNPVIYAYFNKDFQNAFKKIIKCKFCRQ
# HEK293 NFkB inh = inhibitors of the PMA/ionomycin-induced NF-kB reporter in HEK293 cells; HEK-293 NF-kB luciferase reporter, luminescence; inhibition, % at 3 µM; hit rate 0.21% among 62,000; AID 465;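 active means inhibition above the mean of all tested compounds plus 3 SD, cut at about 40% in these data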;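 further: 0% = stimulated DMSO wells and 100% = 10 µM reference inhibitor 5653914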
#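 Signal: luciferase luminescence; Material: HEK-293 cells with stable firefly luciferase reporter driven by four HIV NF-kB elements; Probe or stimulus: PMA with ionomycin; Replication: tested once; Times: 1 h compound pretreatment, then 16 h stimulation at 37 °C, 5% CO2; Benchmarks: DMSO and 10 µM reference inhibitor; Evaluation: per-plate % inhibition versus controls.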
# S1P3 ag = agonists of human S1P3 receptor; hit rate 0.1% among 60,000; Q99500; activation, % at 4.5 µM; S1P3 NFAT-BLA reporter cells, agonism, FRET ratio; relative to 1 µM S1P, basal subtracted;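 active means activation above the screen-wide mean plus 3 SD, cut at about 4.5% in these data, passing the limit was not always enough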; further: some compounds called inactive have numbers as strong as hits
#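 material = human S1P3 NFAT-BLA reporter CHO cells | schedule = 4 h compound at 37 °C, 2 h substrate at RT | measured by = fluorescent BLA substrate, ex 405 nm, em 460/535 nm ratio | controls = 1 µM S1P reference | replication = primary once, confirmation triplicate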
# HTR1E antagonist = blocks the human 5-HT1E serotonin receptor. CHO 5-HT1E Ga15 NFAT-bla reporter, FRET, antagonist. AID 571. P28566. inhibition, % at 6 µM. hit rate 0.99% among 65,000;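 active means inhibition above a set limit, the mean inhibition across every tested compound plus 3 SD, cut at about 29% in these data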;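 further: signal is the 460 over 535 nm emission ratio of beta-lactamase substrate; 0% = agonist plus DMSO wells and 100% = wells without agonist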
# 5HT1a ag = activates the human 5-HT1a serotonin receptor | activation, % at 10 µM | hit rate 0.56% among 65,000 | CHO 5-HT1a Ga15 NFAT-bla reporter, FRET ratio; 0% basal, 100% maximal reference agonist;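 active means activation above the screen-wide mean activation plus 3 SD, cut at about 19% in these data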;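 further: 0% = DMSO wells and 100% = 5-CT at EC100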
# Jurkat tox 60K = cytotoxicity toward Jurkat cells. Jurkat E6.1 viability, ATP luminescence, 48 h. inhibition, % at 4 µM. hit rate 1.2% among 56,000. AID 463;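 active means inhibition above the mean inhibition of all tested compounds plus 3 SD, cut at about 28% in these data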
# * = called active by the depositor; / = not tested or not shown.
SMILES,5HT1E ag,S1P1 ag-PAM,D1 allo mod,5HT1a antag,HEK293 NFkB inh,S1P3 ag,HTR1E antagonist,5HT1a ag,Jurkat tox 60K
CCC(C)(C(=O)NC1CCCC1)N(Cc1ccco1)C(=O)c1ccccn1 (stereo not drawn),-0.5,-0.7,-0.791,31.5,19.6,-0.6,1.7,-0.7,4.2
Cc1ccccc1-n1c(Cn2c(=O)sc3ccccc32)nnc1SCC(=O)NCC1CCCO1 (stereo not drawn),0.1,-22.4,0.0192,-0.8,1.1,-0.7,-2.7,-0.8,2.7
Cc1cccn2c(=O)c3cc(C(=O)Nc4ccc(N(C)C)cc4)n(C)c3nc12,0.5,-2.3,-0.286,-8.7,21.1,1.1,1.9,-2.7,0.4
COCCN(CCOC)S(=O)(=O)c1ccc(C(=O)Nc2nnc(C)o2)cc1,-0.7,-1.1,-0.187,-1.2,28.5,-0.7,15.2,-1.0,9.1
O=C(CCC(=O)c1cccs1)OCC(=O)N1CCN(S(=O)(=O)c2ccccc2)CC1,-0.1,-14.7,-0.335,0.1,-8.1,-0.1,-7.0,-0.7,-1.4
Cc1ccc(S(=O)(=O)N2CCN(C)CC2)cc1-c1nnc2c3ccccc3c(C)nn12,1.0,-39.3,1.18,-11.0,16.6,0.5,3.6,2.5,0.5
CCCn1c(N2CCN(CC(=O)c3c[nH]c4ccccc34)CC2)nc2c1c(=O)[nH]c(=O)n2C,0.2,5.5,-0.658,8.0,15.8,-0.6,-8.2,0.3,-2.4
COc1ccc(OC)c(NC(=O)C2CC(=O)N(c3ccc(Br)cc3)C2)c1 (stereo not drawn),-0.1,-3.2,-0.248,-5.9,9.5,-0.1,9.5,-1.8,-5.0
O=C(CSC1=NCCN1)C1COc2ccccc2O1 (stereo not drawn),-0.6,4.6,-0.347,11.0,4.7,-0.3,-8.2,-0.9,-11.3
Cc1cc(C)n2cc(CSCc3ccco3)nc2n1,1.1,1.9,0.0878,-4.2,12.5,0.3,2.3,2.0,2.9
COc1ccc(N2CC(C(=O)Nc3ncccc3C)CC2=O)cc1 (stereo not drawn),0.3,-20.6,-0.664,-5.5,9.5,0.6,-8.1,0.4,-3.8
CCN1c2ccccc2NC2C1C(C(C)=O)C(=O)N2c1ccc(Cl)cc1 (stereo not drawn),-0.7,-8.5,0.187,13.6,7.4,-1.4,-1.8,-1.3,8.8
CC(=O)c1ccc(OCCCC(=O)N2CCN(S(=O)(=O)c3cccs3)CC2)cc1,-0.8,-4.6,-0.614,-0.8,7.7,-0.3,25.6,-2.8,6.4
CCN(CC)C(=O)C1CCCN(c2ncnc3c2cnn3-c2cccc(C)c2)C1 (stereo not drawn),0.3,-2.3,-1.71,9.4,22.6,0.3,16.9,-0.1,3.7
CCOC(=O)Cn1c(CN2CCOCC2)nc2c1c(=O)n(C)c(=O)n2C,0.9,-22.4,-0.696,2.1,9.1,0.6,5.0,-2.8,1.5
Nc1cc(N)nc(SCc2ccccc2)n1,-0.4,-1.9,/,5.6,-4.1,-1.0,18.0,-0.1,10.2
COC(=O)c1cccc(NC(=O)c2cc3sccc3n2C)c1,-0.5,10.7,-1.29,35.2,-21.1,-1.3,12.8,-3.6,7.9
CC(C)CC(NC(=O)OC(C)(C)C)C(=O)NC(C(=O)NC(C)C(N)=O)C(C)C (stereo not drawn),0.3,0.1,-0.583,-2.6,15.5,-0.5,-5.7,-0.7,1.7
O=C(Cc1ccsc1-c1ccccc1)NO,-1.7,0.7,0.622,2.5,-1.2,-1.5,12.4,-2.5,-2.0
O=C(C1CCN(c2nnc(-n3cccc3)s2)CC1)N1CCOCC1,0.4,-11.7,-0.451,2.3,7.7,0.7,8.7,-2.4,2.7
CC1Cc2ccccc2N1c1ncnc2nc[nH]c12 (stereo not drawn),-0.6,93.3*,1.46,8.0,7.6,-0.5,14.1,0.5,2.2
O=C(CN1CCN(Cc2ccccc2)CC1)c1ccc(Br)cc1,1.7,-3.1,0.404,-1.8,12.5,-0.9,-3.6,22.4*,3.6
Cn1c(=O)c2c(nc(SCCN3CCCCC3)n2Cc2ccccc2)n(C)c1=O,-1.1,15.5,0.198,2.1,8.6,-0.9,2.1,-0.2,6.5
N=c1c(C(=O)NC2CCCC2)cc2c(=O)n3ccccc3nc2n1CCN1CCOCC1,17.8*,/,/,11.1,12.3,/,-5.2,2.4,/
O=C(O)C1C2C=CC(O2)C1C(=O)NCCC1=CCCCC1 (stereo not drawn),-0.2,-2.5,0.373,-0.5,6.3,-1.4,2.0,-3.0,-1.5
CCOCCCNC(=O)c1ccc(CS(=O)(=O)Cc2cccc(C)c2)o1,-0.9,4.3,0.72,-4.6,19.0,-0.1,4.8,0.0,-5.1
O=C(Nc1cccc(-c2nc3ncccc3o2)c1)c1cc2ccccc2o1,-0.8,-23.4,-0.948,-1.9,-2.1,-0.4,-4.8,-0.6,-3.4
O=C(NCc1cccnc1)c1ccc(=O)oc1,-0.2,-6.5,-0.17,/,/,-1.7,-20.6,-1.0,/
COc1ccc(OCc2nnc(SCC(=O)O)n2N)cc1,-0.7,/,/,0.7,2.2,/,4.2,-2.4,/
CCCc1cc(C(=O)Nc2cc(Br)ccc2O)no1,0.2,52.4,-0.24,16.8,1.5,-1.2,-9.0,-4.1,46.3*
O=[n+]1c2c(n([O-])c3cc(F)c(F)cc31)CCCC2,-0.5,27.5,/,-4.9,12.5,0.1,6.8,-1.3,4.6
Cc1ccc(C2CC(=O)Nc3sc(C(N)=O)c(N)c32)cc1 (stereo not drawn),-1.2,17.6,1.06,2.4,10.9,-1.2,-4.4,1.6,6.6
Cc1ccc(NC(=O)C2C3CC4OC(=O)C2C4C3)cc1Cl (stereo not drawn),-0.1,-14.2,-0.146,0.7,6.1,-0.5,9.4,1.1,5.4
CC1(C)CC(=O)C2=C(C1)N(c1ccc(F)cc1)C(=O)CC2c1cccnc1 (stereo not drawn),0.4,1.5,-0.204,-6.3,8.7,0.6,3.1,0.5,-11.2
Brc1cnn(-c2nc(N3CCOCC3)nc(N3CCOCC3)n2)c1,0.1,-21.4,3.56*,-13.2,1.9,0.5,-6.2,-3.0,-4.2
CCC(=O)Nc1cc(-c2nn(C)c(=O)c3ccccc23)ccc1OC,-1.2,-25.3,3.31,7.1,3.9,-0.5,0.1,-0.9,0.1
Cc1cccc(-n2c(SCCC(=O)O)nnc2-c2cccs2)c1C,-0.2,5.1,-0.158,2.9,6.7,0.2,-0.2,-3.4,-2.5
O=C(O)Cn1cc(C(=O)c2ccco2)c2ccccc21,1.7,/,0.667,-2.5,4.6,/,-12.7,-0.2,/
Cc1cc(C)c2c(=O)[nH]n(C3CC(C)N(C)CC3C)c2n1 (stereo not drawn),0.4,-12.2,-1.93*,8.1,4.3,-1.1,-3.5,0.4,-0.7
COc1ccc(CCn2c(-c3ccco3)nc3ccccc3c2=O)cc1OC,-0.1,-69.3,/,0.1,-9.7,-0.8,16.7,2.2,8.7
COc1ccc(S(=O)(=O)Cc2ccc(C(=O)NCCc3ccc(S(N)(=O)=O)cc3)o2)cc1,0.9,-13.2,0.0773,-21.6,14.3,0.1,-0.5,0.7,-3.8
COc1cccc(C(=O)N2CCN(Cc3ccco3)CC2)c1OC,-0.6,-23.3,/,1.1,19.4,0.1,-2.2,-3.1,-0.7
O=C(CSc1nccc(=O)[nH]1)Nc1ccc(Br)c(Cl)c1,0.2,/,-0.367,4.6,8.2,-0.1,0.3,0.9,1.3
c1ccc(Cc2nnc(-c3ccccc3)o2)cc1,0.8,-31.0,-0.212,0.0,-19.6,0.9,-14.4,-0.8,-4.2
NS(=O)(=O)c1ccc(NC(=O)CCc2ccccc2)cc1,0.3,-24.1,1.19,-10.9,15.4,-1.5,-5.5,-5.1,3.5
Cn1c(=O)c2c(nc(SCCN3CCOCC3)n2Cc2cccc3ccccc23)n(C)c1=O,0.3,/,/,12.3,6.0,/,9.1,0.2,/
CN(C)c1cc(NC(=O)CN2CCOCC2)c2ccccc2n1,0.0,-27.8,-0.0606,-5.5,20.2,-0.4,-7.1,0.2,1.2
CCOC(=O)c1ccc(NC(=O)Cn2nnc(-c3ccc(C)cc3)n2)cc1,-0.6,20.0,/,4.9,-3.3,-0.4,-4.4,0.9,0.8

# Ordered by value in HEK293 NFkB inh (high to low): 3 from the list above.
canonical_smiles	HEK293 NFkB inh
O=C(CSc1nccc(=O)[nH]1)Nc1ccc(Br)c(Cl)c1	8.2
COc1ccc(CCn2c(-c3ccco3)nc3ccccc3c2=O)cc1OC	-9.7
c1ccc(Cc2nnc(-c3ccccc3)o2)cc1	-19.6

# Carrying on:
SMILES,5HT1E ag,S1P1 ag-PAM,D1 allo mod,5HT1a antag,HEK293 NFkB inh,S1P3 ag,HTR1E antagonist,5HT1a ag,Jurkat tox 60K
O=C(C1CCC1)N1CCc2cc(S(=O)(=O)NCC3COc4ccccc4O3)ccc21 (stereo not drawn),0.7,50.4,-0.337,16.0,2.9,-0.9,8.2,-1.8,1.0
COc1cc(SC)ccc1C(=O)OC1CCOC1=O (stereo not drawn),0.7,-14.6,/,-26.6,13.4,0.1,-14.7,1.0,-5.0
Nc1cc(N)nc(SCC(=O)N2CCCCC2)n1,0.0,-18.6,-0.0682,4.7,3.4,-0.8,-1.5,-5.5,0.7
O=C(O)CSc1nnc(C2CC2)n1-c1ccccc1,0.3,-4.3,-0.22,4.4,23.3,-1.0,-4.2,-0.6,2.4
CCOC(=O)c1ccccc1NCN1C(=O)CSC1=O,0.8,-8.4,-0.0537,-7.6,12.5,0.2,-4.6,-2.1,-14.7
CCCn1c(=N)n(CC(=O)c2cccs2)c2ccccc21,0.8,-27.7,-1.02,9.9,10.7,-1.4,3.2,1.8,1.2
COc1ccc(-c2cc(C(F)F)n3ncc(C(=O)NCCCN4CCCC4=O)c3n2)cc1,1.3,-26.4,1.99,-10.8,5.8,-0.8,4.8,3.0,6.4
CCOC(=O)NCCc1ccc(OC)cc1,-1.3,-27.5,3.75*,10.0,-6.5,0.3,3.9,-1.6,-7.6
Cn1c(C(O)c2ccccc2)nc(Cl)c1Cl (stereo not drawn),0.5,-9.0,-0.00703,17.9,16.3,-1.9,-4.9,-4.0,4.5
COc1ccc(Br)cc1CNC(=O)C1CCN(S(=O)(=O)N2CCCC2)CC1,0.4,-8.4,-0.0455,-5.2,-7.5,-0.9,0.6,-1.4,1.6
Cc1ccc(Cl)cc1NC(=O)c1ocnc1C,0.2,/,1.53,0.8,3.5,/,-5.1,-0.1,/
COc1ccccc1Nc1nc2c(s1)CCC2,-1.1,-228.1,-0.25,1.5,9.5,0.0,-5.2,-0.7,-1.4

# Quoted from the listing:
# CCN1c2ccccc2NC2C1C(C(C)=O)C(=O)N2c1ccc(Cl)cc1 (stereo not drawn) @ S1P3 ag: -1.4
# O=C(C1CCN(c2nnc(-n3cccc3)s2)CC1)N1CCOCC1 @ HEK293 NFkB inh: 7.7
# COc1ccccc1Nc1nc2c(s1)CCC2 @ HTR1E antagonist: -5.2

# Screening results from PubChem BioAssay.
